Assay outcomes: PubChem BioAssay, Broad Institute
STK33 inh – inhibitors of purified STK33 kinase, primary screen, biochemical, ADP-Glo luminescence, homogeneous, cell-free | MBP phosphorylation | inhibition, % at 10 µM | hit rate 0.073% among 320,000 | AID 2661, 2010;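 active means inhibition at or above 25%, using the most active replicate where run in duplicate; inactive means inhibition below 25%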
Target sequence (Q9BYT3 whole entry, looked up): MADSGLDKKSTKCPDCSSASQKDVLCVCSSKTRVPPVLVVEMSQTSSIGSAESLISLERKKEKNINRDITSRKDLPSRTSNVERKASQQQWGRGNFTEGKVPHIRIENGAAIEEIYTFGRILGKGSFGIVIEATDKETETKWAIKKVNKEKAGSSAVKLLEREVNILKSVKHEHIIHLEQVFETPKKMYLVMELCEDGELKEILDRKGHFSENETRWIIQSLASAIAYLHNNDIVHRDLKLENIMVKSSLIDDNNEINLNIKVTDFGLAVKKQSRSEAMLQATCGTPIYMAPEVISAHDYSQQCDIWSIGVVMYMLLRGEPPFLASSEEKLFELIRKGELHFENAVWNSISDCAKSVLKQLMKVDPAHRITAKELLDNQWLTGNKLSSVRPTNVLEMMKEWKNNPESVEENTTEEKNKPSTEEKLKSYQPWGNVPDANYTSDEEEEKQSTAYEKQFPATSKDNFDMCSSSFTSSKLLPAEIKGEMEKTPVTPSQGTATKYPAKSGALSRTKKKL
* = called active by the depositor. Some of the compounds tested; rates above refer to the full screens.

STK33 inh	SMILES
-1.6	COc1cc(OC)cc(-c2c(-c3cccs3)c3cc(-c4ccc(OC)c(OC)c4)ccc3n2C)c1
0.4	Cc1cc(OCC(=O)OCC(=O)Nc2cc(S(=O)(=O)N3CCOCC3)ccc2Cl)ccc1Cl
-0.3	Cc1cc(C(=O)CSc2ncnc3ccccc23)c(C)n1C1CC1
0.5	NC(=O)C[C@H](NC(=O)c1ccc(Cl)cc1)C(=O)OCc1ccccc1
0.4	CCOc1ccc(NC(=O)COC(=O)c2n[nH]c3ccccc23)cc1
-1.1	CC1(C)CC2CC(C)(CN2C(=O)COC(=O)c2ccccc2C(F)(F)F)C1 (stereo not drawn)
1.4	Cc1cc(C(=O)COc2ccccc2Cl)c(C)n1C1CC1
-0.7	CCC(C(=O)OCC(=O)c1ccc(OC)cc1OC)c1ccccc1 (stereo not drawn)
1.7	COC(=O)[C@@H](CC(C)C)NS(=O)(=O)N(Cc1ccccc1)[C@@H](CC(C)C)C(=O)OC
-2.3	O=C(NCC(c1cccs1)N1CCOCC1)c1ccc(Cl)nc1 (stereo not drawn)
-1.1	CC(C)(O)c1cc2ccc(C#Cc3ccsc3)cc2c(=O)o1
-1.4	CN(C(=O)c1ccc(NC(=O)Cc2ccc(NC(=O)C3CCCN(C(=O)C4CCCCC4)C3)cc2)cc1)C1CC1 (stereo not drawn)
0.3	O=C(CCc1nc2ccccc2c(=O)[nH]1)NNC(=O)c1ccc(F)cc1
0.6	O=C(COC(=O)CN1C(=O)NC2(CCCC2)C1=O)NCc1ccc(Cl)cc1Cl
0.2	Cc1cnc(C(=O)OCC(=O)NC(C)c2ccccc2)cn1 (stereo not drawn)
0.2	CCN(C(=O)CSc1nc2ccccc2c(=O)n1-c1ccccc1F)C1CCS(=O)(=O)C1 (stereo not drawn)
-1.4	Cc1ccccc1OCC(=O)OCC(=O)Nc1ccc2c(c1)OCO2
-3.5	CC(C)Cn1c(N)c(C(=O)COC(=O)c2ccc(Br)cc2)c(=O)n(C)c1=O
-2.0	COc1ccccc1C(=O)OCC(=O)Nc1cccc(S(=O)(=O)NC2=NCCCCC2)c1
1.6	O=C(Nc1cccc(Br)c1)c1ccc2c(c1)SC1=NS(=O)(=O)CCN12
-0.4	Brc1ccc(-c2c(-c3ccsc3)sc3ccccc23)cn1
-2.3	Cc1ccc(C(=O)N[C@H](C(=O)NC2CCCCC2)C(C)C)cc1
-0.3	Nn1cnnc1SCC(=O)N1CCc2ccccc2C1
-0.5	Cc1ccc(C)c(S(=O)(=O)N(C)Cc2cccs2)c1
-0.4	CCN(CC(=O)Nc1ccc(NC(C)=O)cc1)C(=O)CN1C(=O)C2CCCCC2C1=O (stereo not drawn)
-0.5	CC(=O)C[C@H](O)CC(=O)[C@@H]1OC(=O)CCCCC/C=C/Cc2ccccc21
-1.0	CC(C)N(C(=O)[C@H]1CC(CC(=O)NCCN2CCOCC2)C(=O)N2CCc3c([nH]c4ccccc34)[C@]12C)C(C)C (stereo partly drawn)
-0.4	O=C(c1cccc(S(=O)(=O)N2CCc3ccccc32)c1)N1CCc2ccccc2C1
-0.3	COc1ccc([C@H]2CC(=O)C=C(c3cccc(Cl)c3)C2)cc1OC
-0.8	COC(=O)[C@H](CCSC)NC(=O)Cn1cnc2c(OCc3ccccc3)ncnc21
-1.5	O=c1oc(CCCO)cc2ccc(/C=C/c3cccc([N+](=O)[O-])c3)cc12
-1.2	O=C(COC(=O)c1ccc([N+](=O)[O-])cc1)NC12CC3CC(CC(C3)C1)C2
-2.2	COc1cc2c(cc1O)CCN(C(=O)CSc1nncn1C)[C@@H]2C
-1.0	Cc1cc(C)cc(OCC(=O)N(Cc2ccco2)c2c(N)n(Cc3ccccc3)c(=O)[nH]c2=O)c1
-0.5	COc1ccc(C(=O)C(C)OC(=O)c2sc(C)nc2C)cc1 (stereo not drawn)
-1.0	CCOc1ccc(Br)cc1S(=O)(=O)Nc1cccc(S(=O)(=O)Nc2ccccc2C(=O)O)c1
-0.9	COC(=O)[C@]1(C)N[C@H](CN(C)C(=O)c2ccc(C)cc2)[C@@H]2C(=O)N(Cc3ccccc3)C(=O)[C@@H]21
-1.4	Cc1cnc(C(=O)OCC(=O)Nc2ccccc2-c2ccccc2)cn1
-0.5	O=C(NCc1cccc(Cl)c1)c1cccc(S(=O)(=O)N2CCCC2)c1
-2.7	COc1ccc(-c2c(-c3ccsc3)oc(=O)c3cc(OC)c(OC)cc23)cc1
0.1	CCOc1ccc(S(=O)(=O)N2CCCCC2)cc1NC(=O)C1COc2ccccc2O1 (stereo not drawn)
0.6	Cc1onc(-c2ccccc2)c1C(=O)OCC(=O)Nc1ccc(C#N)cc1
0.3	O=C(NCc1ccccc1)C1(CC2CC(c3ccccc3)=NO2)CCNCC1 (stereo not drawn)
-1.3	COc1ccc(/C=C/c2c(-c3ccc(OC)cc3)oc(=O)c3cc(OC)c(OC)cc23)cc1
-0.4	CCOC(=O)[C@H]1[C@H]2COc3ccccc3[C@@H]2N2C(=O)CN(Cc3ccc(C)cc3)C(=O)[C@@]12C

Rewritten as labelled records: part of the list above.
COc1ccc(/C=C/c2c(-c3ccc(OC)cc3)oc(=O)c3cc(OC)c(OC)cc23)cc1
  STK33 inh = -1.3
O=C(NCc1ccccc1)C1(CC2CC(c3ccccc3)=NO2)CCNCC1 (stereo not drawn)
  STK33 inh = 0.3

New compounds follow.
STK33 inh	SMILES
-1.0	O=C(COC(=O)c1cc(=O)c2ccccc2o1)Nc1ccccc1F
-0.2	O=C(NCC(c1ccco1)N1CCCC1)c1ccc(-n2cccn2)cc1 (stereo not drawn)
-0.4	COc1ccc(C(=O)N2CCNC(=O)C2)cc1S(=O)(=O)Nc1ccc(Br)cc1
0.0	C[C@H](CO)N1C[C@H](C)[C@@H](CN(C)S(=O)(=O)c2ccccc2)Oc2ccc(NC(=O)C3CCCCC3)cc2C1=O
1.1	CN(C)CCCNC(=O)CC1C[C@H](C(=O)N2CCOCC2)[C@@]2(CCC3CCCC3)c3[nH]c4ccccc4c3CCN2C1=O (stereo partly drawn)
0.7	CCN1C(=O)[C@@H]2[C@@H](c3ccc(-c4ccccc4)cc3)N3CCC[C@@]3(C(=O)OC)[C@@H]2C1=O
-1.5	O=C(CNC(=O)c1cccc([N+](=O)[O-])c1)OCCCC(=O)c1ccc(F)cc1
-0.7	COc1cccc(CN2c3ccc(Br)cc3C(=O)CS2(=O)=O)c1
0.2	CS(=O)(=O)c1ccc(C(=O)OCC(=O)NCc2cccs2)cc1[N+](=O)[O-]
0.4	O=C(O[C@@H]1[C@H](Cc2ccccc2)NS(=O)(=O)[C@H]2C[C@@H]3C=C[C@]12O3)c1ccccc1Br
-0.3	O=C(COC(=O)c1ccc(S(=O)(=O)N2CCCC2)cc1)Nc1ccc(Cl)cc1
0.5	CCOC(=O)C1CCN(C(=O)c2ccc(C)o2)CC1
-5.3	O=C(CSc1n[nH]c(-c2cccs2)n1)N1CCCC1
0.3	COc1ccc([C@H]2CC(=O)C=C(c3ccc(OC(F)(F)F)cc3)C2)cc1
-1.6	CC(C)c1cccc(-c2ccc3c(c2)S(=O)(=O)c2cccc(C(=O)NCc4ccccc4Cl)c2C3=O)c1
-1.1	COc1ccc(S(=O)(=O)N2CCc3ccccc32)cc1C(=O)Nc1ccc(NC(C)=O)cc1
-2.3	CC1CC(=NNC(=O)C2COc3ccccc3O2)CC(C)(C)C1 (stereo not drawn)
-1.3	CCC1CCC2(CC1)NC(=O)N(CC(=O)Nc1ccc(OC)c(Cl)c1)C2=O (stereo not drawn)
-0.8	CC(=O)N1CCN(C(=O)c2ccc(Cl)c(S(=O)(=O)N3CCc4ccccc43)c2)CC1
-0.4	C[C@@H]1COC(=O)[C@@H](Cc2ccc(F)cc2)CC/C=C\C[C@@H](CC(=O)NCCO)C(=O)N1
-1.4	Cc1ccc(NC(=O)COC(=O)CN2C(=O)NC3(CCCC3)C2=O)cc1Cl
-1.2	Cc1cc(C)cc(OCC(=O)NNC(=O)c2ccccn2)c1
-0.2	O=S(=O)(Nc1ccc2c(c1)OCO2)c1ccc(F)c(F)c1
-1.0	Cc1ccccc1OCC(=O)Nc1cccc(S(=O)(=O)NC2=NCCC2)c1
-1.3	CS(=O)(=O)N1Cc2ccccc2CC1C(=O)OCC(=O)NCCc1ccc(S(N)(=O)=O)cc1 (stereo not drawn)
-1.0	C#CCOCCOCCOCCNc1nc(N2CCN(C(=O)[C@H](CCCN=C(N)N)n3cc(C(N)[C@@H](C)CC)nn3)CC2)nc(N2CCN(C(=O)[C@H](CO)n3cc([C@@H](N)C(C)C)nn3)CC2)n1 (stereo partly drawn)
-1.0	COc1ccc(CNC(=O)c2ccccc2SCC(=O)NCc2ccco2)cc1
-0.9	Cc1ccc(CN(C)C(=O)CN2C(=O)NC3(CCCC3)C2=O)o1
-0.7	C=CCC[C@@H](Cc1ccc(F)cc1)C(=O)OC[C@@H](Cc1c[nH]c2ccccc12)NC(=O)[C@H](CC=C)CC(=O)N[C@H](CO)Cc1ccccc1
1.8	N#Cc1ccc(S(=O)(=O)N2CCC(C(=O)N3CCN(Cc4ccc5c(c4)OCO5)CC3)CC2)cc1
-0.9	CC1CCC(NC(=O)CN2C(=O)NC3(CCCCCC3)C2=O)CC1 (stereo not drawn)
7.0	COc1ccc(C(=O)NCc2ccc(C)cc2)cc1S(=O)(=O)N1CCCC1
0.8	CCC[C@@H]1CCCC/C=C\CCCC(=O)OCCN1C(=O)OC(C)(C)C
0.4	Cn1nc(C(=O)OCC(=O)Nc2ccccc2OC(F)F)c2ccccc2c1=O
0.4	CCOC(=O)N1CCN(S(=O)(=O)c2ccc3c(c2)C(C)C(=O)N3)CC1 (stereo not drawn)
-1.0	CC(=O)N1CCN(C(=O)c2ccc(Cl)c(S(=O)(=O)N3CC(C)OC(C)C3)c2)CC1 (stereo not drawn)
-1.4	C[C@@H](CSc1ccc(Br)cc1)CN1CC[C@H](O)CCC1=O
0.0	CCCc1cc(=O)[nH]c(SCC(=O)Nc2sc3c(c2C(N)=O)CCCC3)n1
-1.8	COc1ccc(S(=O)(=O)N(C)C[C@H]2Oc3c(NC(=O)Nc4c(C)noc4C)cccc3C(=O)N([C@H](C)CO)C[C@@H]2C)cc1
-0.6	COc1cc(OC)cc(C(=O)N[C@H](C(=O)OCC(=O)Nc2ccc3c(c2)OCO3)C(C)C)c1
-1.4	Cc1ccc(S(=O)(=O)N(C)C(C)CCc2ccco2)cc1 (stereo not drawn)
0.8	CNC(=O)c1ccc(NC(=O)c2cc(S(=O)(=O)N(C)C)ccc2N2CCCC2)cc1
0.4	C[C@H](CO)N1C[C@H](C)[C@H](CN(C)C(=O)Nc2cccc3ccccc23)Oc2c(NC(=O)c3ccc(-c4nccs4)cc3)cccc2C1=O
0.6	CCOC(=O)C1CCN(C(=O)COC(=O)c2ccc([N+](=O)[O-])o2)CC1
-1.7	CCOc1ccc(C(=O)CCC(=O)N2CCN(S(=O)(=O)c3cccc(F)c3)CC2)cc1
0.0	CCn1nc(C(=O)NNS(=O)(=O)c2ccc(C)cc2)c2ccccc2c1=O
0.4	CC[C@@H]1C/C=C\Cc2ccccc2[C@H](C(=O)C[C@H](O)CC(C)=O)OC1=O
-1.1	CCN(C[C@H]1N[C@@](CC)(C(=O)OC)[C@H]2C(=O)N(Cc3ccccc3)C(=O)[C@@H]12)S(=O)(=O)c1ccc(C(C)(C)C)cc1
0.3	O=C(Nc1cccc(S(=O)(=O)N2CCOCC2)c1)c1ccc(N2CCCC2=O)cc1
0.4	Cc1sc2ncnc(N3CCN(S(=O)(=O)c4ccccc4)CC3)c2c1C
-0.2	O=C1NC(Cc2ccc(O)cc2)c2nc3ccc(Cl)cc3c(=O)n2-c2ccc(Cl)cc21 (stereo not drawn)
-1.0	Cc1cccc(C(=O)NCC(=O)OCC(=O)c2ccc(C)s2)c1
-1.3	CCCc1cc(=O)[nH]c(SCC(=O)N(C)CC(=O)Nc2ccc(F)cc2)n1
-0.9	COc1ccc(S(=O)(=O)N2CCCCCC2)cc1C(=O)NCc1ccco1
-0.8	O=C1C=C(c2cc(F)ccc2F)C[C@@H](c2ccc(Cl)cc2)C1
0.1	CC(C)CC1NC(=O)c2ccc(Cl)cc2-n2c1nc1ccc(Cl)cc1c2=O (stereo not drawn)
-2.7	O=C(COc1ncnc2ccc(Br)cc12)NC1CCCC1
-0.7	Cn1nc(C(=O)Nc2cccc(S(=O)(=O)N3CCCC3)c2)c2ccccc2c1=O
-1.4	NNC(=O)C1CC(O)CN1S(=O)(=O)c1ccc2ccccc2c1 (stereo not drawn)
-0.4	CCN(Cc1nc2cc(Cl)ccc2c(=O)[nH]1)C(=O)C1CC(=O)N(c2cccc3ccccc23)C1 (stereo not drawn)
0.2	COc1ccc(CC(=O)NNC(=O)c2ccc(Br)s2)cc1OC
-0.6	COc1cc(-c2cc(C(=O)OCC(=O)NC3CC3)c3ccccc3n2)cc(OC)c1OC

Entries above with a thiophene ring, fused or not:
STK33 inh	SMILES
-1.6	COc1cc(OC)cc(-c2c(-c3cccs3)c3cc(-c4ccc(OC)c(OC)c4)ccc3n2C)c1
-2.3	O=C(NCC(c1cccs1)N1CCOCC1)c1ccc(Cl)nc1 (stereo not drawn)
-1.1	CC(C)(O)c1cc2ccc(C#Cc3ccsc3)cc2c(=O)o1
-0.4	Brc1ccc(-c2c(-c3ccsc3)sc3ccccc23)cn1
-0.5	Cc1ccc(C)c(S(=O)(=O)N(C)Cc2cccs2)c1
-2.7	COc1ccc(-c2c(-c3ccsc3)oc(=O)c3cc(OC)c(OC)cc23)cc1
0.2	CS(=O)(=O)c1ccc(C(=O)OCC(=O)NCc2cccs2)cc1[N+](=O)[O-]
-5.3	O=C(CSc1n[nH]c(-c2cccs2)n1)N1CCCC1
0.0	CCCc1cc(=O)[nH]c(SCC(=O)Nc2sc3c(c2C(N)=O)CCCC3)n1
0.4	Cc1sc2ncnc(N3CCN(S(=O)(=O)c4ccccc4)CC3)c2c1C
-1.0	Cc1cccc(C(=O)NCC(=O)OCC(=O)c2ccc(C)s2)c1
0.2	COc1ccc(CC(=O)NNC(=O)c2ccc(Br)s2)cc1OC
